# TEAD-YAP block = TEAD-YAP interaction inhibition | HEK-TIYL cells, TEAD-Gal4/YAP UAS-luciferase luminescence | inhibition, % at 9.12 µM | 1.4% of 640,000 active; in the data active = inhibition above about 32%;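 also: 0% = median of test compound wells and 100% = reference inhibitor wells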
# FBW7 activator = human FBW7 E3 ligase activation, primary screen; Q969H0; AlphaScreen FBW7–phospho-cyclin E peptide binding, activator screen; normalized activity (activation), % at 26.1 µM; 0.13% of 650,000 active; in the data active = normalized activity above about 1.9%;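 also: purified mutant Fbw7 with reduced substrate affinity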
# Target sequence (Q969H0 whole entry, looked up): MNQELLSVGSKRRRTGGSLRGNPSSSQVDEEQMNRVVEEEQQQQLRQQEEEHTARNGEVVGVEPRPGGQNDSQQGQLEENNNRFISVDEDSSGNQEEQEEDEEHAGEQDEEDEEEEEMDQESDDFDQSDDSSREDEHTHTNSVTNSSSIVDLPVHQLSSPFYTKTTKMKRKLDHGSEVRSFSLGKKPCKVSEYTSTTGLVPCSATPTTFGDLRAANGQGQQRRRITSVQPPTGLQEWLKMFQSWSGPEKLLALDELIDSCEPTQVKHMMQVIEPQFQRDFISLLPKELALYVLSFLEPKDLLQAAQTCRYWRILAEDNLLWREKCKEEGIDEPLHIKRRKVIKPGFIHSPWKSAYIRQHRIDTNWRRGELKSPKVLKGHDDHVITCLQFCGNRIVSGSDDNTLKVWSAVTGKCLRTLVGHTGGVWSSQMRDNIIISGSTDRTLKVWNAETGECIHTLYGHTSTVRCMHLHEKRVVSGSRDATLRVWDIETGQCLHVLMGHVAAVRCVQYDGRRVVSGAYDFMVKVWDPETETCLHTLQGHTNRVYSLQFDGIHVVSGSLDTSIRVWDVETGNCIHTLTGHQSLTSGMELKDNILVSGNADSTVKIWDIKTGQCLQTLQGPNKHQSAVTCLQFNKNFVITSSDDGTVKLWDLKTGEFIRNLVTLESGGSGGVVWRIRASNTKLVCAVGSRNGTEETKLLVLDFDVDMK
# GPR151 ag = human GPR151 activation | Q8TDV0 | PathHunter beta-arrestin GPR151 cells, luminescence | activation, % at 11.2 µM | 1% of 650,000 active; in the data active = activation above about 4.9%;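 also: 0% = median of compound wells and 100% = cells with positive control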
# Target sequence (Q8TDV0 whole entry, looked up): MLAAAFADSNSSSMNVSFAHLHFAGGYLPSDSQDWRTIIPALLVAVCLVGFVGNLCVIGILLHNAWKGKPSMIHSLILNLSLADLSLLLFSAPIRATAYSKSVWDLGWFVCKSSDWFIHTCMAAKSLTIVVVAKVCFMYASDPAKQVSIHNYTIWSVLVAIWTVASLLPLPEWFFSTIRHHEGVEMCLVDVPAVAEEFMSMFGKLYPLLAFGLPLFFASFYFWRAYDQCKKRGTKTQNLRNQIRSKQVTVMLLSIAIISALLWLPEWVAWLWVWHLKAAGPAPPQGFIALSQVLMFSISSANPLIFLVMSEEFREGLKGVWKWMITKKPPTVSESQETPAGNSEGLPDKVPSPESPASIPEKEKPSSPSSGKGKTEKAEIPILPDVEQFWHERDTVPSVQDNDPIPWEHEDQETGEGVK
# MITF primary = blocks human microphthalmia-associated transcription factor. AlphaScreen MITF homodimerization, bead proximity signal. inhibition, % at 2.6 µM. 0.91% of 650,000 active. AID 1259374; in the data active = inhibition above about 50%;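 also: 0% = vehicle wells with protein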
# Starred values were filed as active, the others as inactive.
SMILES,TEAD-YAP block,FBW7 activator,GPR151 ag,MITF primary
COc1ccc(CC(=O)Nc2c3c(nn2-c2ccc(C)cc2)CSC3)cc1,4.7,0.2,-1.5,-5.5
COC(=O)c1cn(C[C@H]2CCCN(C(=O)OC(C)(C)C)C2)nn1,-7.6,-0.1,-0.6,8.3
CCc1ccc(NC(=O)c2cc(S(=O)(=O)N(C)C3CCCCC3)ccc2F)cc1,-9.5,0.1,-1.0,-1.6
O=c1n(Cc2ccc(Cl)cc2Cl)c2cc(N3CCOCC3)c([N+](=O)[O-])cc2n1Cc1ccc(Cl)cc1Cl,-0.3,-0.1,-1.3,-11.8
CC(CCC(=O)Nc1ccc(C(=O)O)cc1)C(=O)O (configuration not stated),-0.2,0.0,2.5,8.0
FC(F)(F)c1cc(/C=C/c2ccccc2)n[nH]1,-26.1,-0.2,1.1,-1.3
COc1ccc(N2C(=O)/C(=C/c3ccncc3)SC2=S)cc1,0.5,0.1,0.2,-2.5
Cn1c(Nc2nc(NC3CCN(Cc4ccccc4)CC3)c3ncn(Cc4ccc(C(F)(F)F)cc4)c3n2)nc2ccccc21,3.4,-0.1,0.4,10.0
CCOc1ccc(NC(=O)c2ccc(SCc3ccc(OC)cc3)c([N+](=O)[O-])c2)cc1,-4.1,-0.4,0.4,10.3
CSc1ccccc1NC(=O)CN(c1cccc(Cl)c1Cl)S(C)(=O)=O,-4.6,0.3,0.5,12.5
COc1ccc(-c2nn(-c3ccccc3)cc2C2C(C(=O)OC(C)C)=C(C)NC(C)=C2C(=O)OC(C)C)cc1,-0.8,-0.2,-0.2,-5.8
O=C(Nc1ccnc2ccc(Cl)cc12)c1ccc(N2C(=O)CCC2=O)cc1,1.1,0.0,3.5,11.7
CCOC(=O)CNC(=O)c1cc(-c2ccc(C)s2)nc2ccccc12,6.3,0.5,-1.8,-6.4
CCNS(=O)(=O)c1ccc2c(c1)OCCO2,2.8,0.2,-0.3,4.7
O=C(O)c1ccc(CN2C(=O)CSC2=S)cc1,-3.0,0.1,0.1,14.3
COc1ccc(OC)c(C2C(C(=O)Nc3ccccc3F)=C(C)NC3=C2C(=O)CCC3)c1 (configuration not stated),4.6,-0.1,-1.2,4.5
CCC(C)Nc1nc(SC(C(C)=O)C(C)=O)nc(N(C)C)n1 (configuration not stated),-1.5,0.3,1.5,13.2
O=C(Nc1cccc2ccccc12)N1CC=C(n2c(=O)[nH]c3ccccc32)CC1,-3.1,0.0,1.0,-7.4
Cc1cc(C)nc(N/N=C/c2sc(N3CCOCC3)nc2-c2ccccc2)n1,45.8*,-0.2,1.8,5.1
COc1ccccc1CN1C(=O)CN(C2CCCC2)C(=O)C1c1cccc(Br)c1 (configuration not stated),8.0,-0.1,-0.5,-0.1
CCOC(=O)C1=C(C)NC(=O)NC1c1ccc2c(c1)OCCO2 (configuration not stated),17.6,0.0,0.3,-2.1
CCN(CC)S(=O)(=O)c1cc(-c2nnc(Nc3ccc(OCC(=O)NC)cc3)c3ccccc23)ccc1C,5.5,0.1,1.1,4.4
CC(C)COC(=O)c1cc([N+](=O)[O-])c(Cl)c([N+](=O)[O-])c1,11.4,-0.2,1.2,6.8
O=C(CN1C(=O)NC2(CCc3ccccc3C2)C1=O)N1CCc2ccccc2C1 (configuration not stated),7.5,0.0,-2.0,-13.3

# Continued, starting with the last three of the part before.
SMILES,TEAD-YAP block,FBW7 activator,GPR151 ag,MITF primary
CCN(CC)S(=O)(=O)c1cc(-c2nnc(Nc3ccc(OCC(=O)NC)cc3)c3ccccc23)ccc1C,5.5,0.1,1.1,4.4
CC(C)COC(=O)c1cc([N+](=O)[O-])c(Cl)c([N+](=O)[O-])c1,11.4,-0.2,1.2,6.8
O=C(CN1C(=O)NC2(CCc3ccccc3C2)C1=O)N1CCc2ccccc2C1 (configuration not stated),7.5,0.0,-2.0,-13.3
COc1cc(C(C)=O)ccc1Oc1ncnc2c1cnn2-c1ccccc1,13.7,0.1,2.5,5.6
COc1ccc(C(=O)Oc2c(CN3CCOCC3)cc(Cl)c3cccnc23)cc1OC,0.2,-0.1,-1.0,0.4
CN(C)c1ccc(CNC(=O)c2ccc(CNc3c(N4CCCCC4)c(=O)c3=O)cc2)cc1,7.0,0.0,-0.5,9.2
O=C(CSc1ccc(-c2nc3ccccc3[nH]2)cn1)N1CCN(C(=O)c2ccco2)CC1,10.7,-0.4,1.3,-4.1
COc1ccc(NC(=O)CN(c2ccc(C)cc2)S(C)(=O)=O)cc1Cl,-5.5,0.1,1.5,-12.2
CCOC(=O)C1=C(C)N=c2s/c(=C/c3ccc(N4CCN(C)CC4)o3)c(=O)n2C1c1ccc(OC)c(OC)c1 (configuration not stated),-2.1,-0.1,0.7,-2.0
O=C(c1ccc(Cl)c(Cl)c1)N1CCN(c2ccccc2)CC1,-1.9,0.0,0.0,-2.7
O=c1oc(/C=C/c2ccco2)nc2ccccc12,-56.8,0.0,-8.5,1.6
O=C1c2ccccc2C(=O)C12OC(c1ccc(Br)cc1)C1(C(=O)c3ccccc3C1=O)C2c1ccc(F)cc1 (configuration not stated),-5.3,0.0,0.5,63.3*
CC(C)[C@@H](N)Cn1nc(-c2ccc(F)c(F)c2)ccc1=O,-4.8,-0.2,0.6,-9.5
O=C(CCCCCn1c(=S)[nH]c2cc3c(cc2c1=O)OCO3)NCCCN1CCOCC1,-3.5,0.3,0.9,20.1
CCN1CCN(CCOc2ccc(C#N)cc2)CC1,9.4,-0.1,0.3,53.8*

# Complete entries as entered above:
# O=C(CSc1ccc(-c2nc3ccccc3[nH]2)cn1)N1CCN(C(=O)c2ccco2)CC1 across the screens: TEAD-YAP block = 10.7; FBW7 activator = -0.4; GPR151 ag = 1.3; MITF primary = -4.1
# O=c1oc(/C=C/c2ccco2)nc2ccccc12 across the screens: TEAD-YAP block = -56.8; FBW7 activator = 0.0; GPR151 ag = -8.5; MITF primary = 1.6

# Other compounds
SMILES,TEAD-YAP block,FBW7 activator,GPR151 ag,MITF primary
Cc1ccc(C(=O)N2CCC(C)CC2)s1,0.0,-0.1,-2.6,-4.8
CC(=O)Nc1cccc(-c2cnc3c(NCc4cccnc4)nccn23)c1,-26.9,0.0,1.1,15.9
COc1ccc(OCc2ccccc2)c(/C=C2\N=C(C)OC2=O)c1,8.2,0.1,0.6,-5.3
CCOC(=O)C1(C)OC12CCOC(C)(C)C2 (configuration not stated),3.0,0.2,2.0,2.0
Cc1ccc(CNC(=O)Cn2cc3c(n2)CCC(C)C3)cc1 (configuration not stated),1.4,-0.1,0.2,3.5
COc1ccc(NC(=O)CC2Nc3ccccc3NC2=O)c(OC)c1 (configuration not stated),-4.6,-0.1,-0.5,9.4
CC(C)N(CCNc1cc(-c2ccc(C(N)=O)cc2)nc(N)n1)C(C)C,-6.2,-0.1,1.4,2.4
Cc1ccccc1C(=O)Nc1cccc(-c2ccc3nncn3n2)c1,2.6,0.9,0.6,15.4
CCOc1ccc(-n2c(SC(C)C)nc3c(c2=O)SCC3)cc1,-9.4,-0.1,-0.2,6.5
COc1cccc(CN[C@H]2C[C@H]3C(=O)N[C@H](C(C)C)C(=O)N3C2)c1,10.3,-0.1,-0.8,0.6
NNC(=O)c1ccc(Sc2ccc(Cl)cc2)nc1,-4.2,0.1,1.9,-3.6
O=C(NCCc1ccc(O)cc1)c1cccc(NC2CCN(Cc3ccccc3)CC2)n1,-2.6,0.0,-1.1,25.9
CC(C)N(CCNc1nc(-c2ccc(N3CCN(C)CC3)cc2)nc2c1ncn2-c1ccsc1)C(C)C,20.8,-0.2,2.5,6.3
Cc1cccc(NC(=O)/C(C#N)=C\c2cn(CC(=O)O)c3ccccc23)c1,8.0,0.1,-1.1,18.5
CN(C(=O)c1ccc(Br)cc1)C1CCS(=O)(=O)C1 (configuration not stated),-1.0,-0.2,0.2,-22.2
Cc1cc(OC(=O)c2cc(Cl)ccc2Cl)c([N+](=O)[O-])c(=O)[nH]1,-0.6,-0.2,-1.1,-2.8
O=S1(=O)CC2N=C(Nc3ccc(F)c(F)c3)SC2C1 (configuration not stated),4.8,0.1,0.2,1.4
COCCn1c(=NC(=O)c2cccc([N+](=O)[O-])c2)sc2cc(OC)c(OC)cc21,3.6,0.3,-0.3,13.7
CCOC(OCC)(OCC)P(=O)(N(CC)CC)N(CC)CC,7.8,0.6,0.2,5.9
Cc1ccccc1N1OC2C(=O)N(c3ccccc3Cl)C(=O)C2C1c1ccc(N(C)C)cc1 (configuration not stated),-3.1,0.0,-0.7,24.7
Oc1ccc(CCNc2nc(NCc3cccnc3)nc3nc[nH]c23)cc1,-4.2,-0.3,0.6,-10.1
Cc1nc(C)n(-c2ccc(Nc3cc(-n4cc(C)c(Nc5ccccc5)n4)ccn3)cc2)n1,25.0,1.9*,2.4,27.0
COc1ccc2c(c1OC)C(=O)OC2CC(=O)c1ccc(F)cc1 (configuration not stated),7.1,0.3,-1.7,-3.2
CC1=C(C(=O)OC2CCCCC2)C(c2cccc(O)c2)C2=C(CC(c3ccc(Cl)cc3)CC2=O)N1 (configuration not stated),10.8,0.3,-1.0,-0.1

# Compounds listed so far with a CF3 group:
SMILES,TEAD-YAP block,FBW7 activator,GPR151 ag,MITF primary
FC(F)(F)c1cc(/C=C/c2ccccc2)n[nH]1,-26.1,-0.2,1.1,-1.3
Cn1c(Nc2nc(NC3CCN(Cc4ccccc4)CC3)c3ncn(Cc4ccc(C(F)(F)F)cc4)c3n2)nc2ccccc21,3.4,-0.1,0.4,10.0

# Other structures follow.
SMILES,TEAD-YAP block,FBW7 activator,GPR151 ag,MITF primary
CCn1c(=O)cc(OCC(=O)Nc2ccccc2OC)c2ccccc21,9.8,-0.1,-0.3,10.2
CC(C)CCN1CCN(Cc2ccc(C(F)(F)F)cc2)CC1CCO (configuration not stated),3.7,0.1,0.0,20.2
Cc1ccc(C)c(S(=O)(=O)N(CC(N)=O)C(C)c2ccccc2)c1 (configuration not stated),2.7,0.0,0.0,-1.8
COc1nn(C)cc1-c1nnc(SCC(=O)OCc2ccccc2)n1C,8.6,0.8,-2.5,-2.5
Cc1cc2nc(C3CCN(CC(=O)N4CCCC(C)C4)CC3)[nH]c2cc1C (configuration not stated),-8.8,0.0,1.4,-1.6
COc1ccc(-c2ccc3c(c2)COC2(CCN(C(=O)NC(C)C)CC2)O3)cc1OC,-8.0,0.0,0.8,5.5
CCOc1ccc(-c2nc(C#N)c(N3CCC(C)CC3)o2)cc1,-0.2,0.1,-0.3,13.9
COC(=O)C1=C(N)N(c2ccccc2C(F)(F)F)C2=C(C(=O)CC(C)(C)C2)C1c1cccc([N+](=O)[O-])c1 (configuration not stated),-9.7,-0.1,0.1,4.5
CCn1nnc2c(N3CCN(C(=O)Nc4cc(C)cc(C)c4)CC3)ncnc21,1.7,0.3,0.1,4.8
COc1ccc(CC2=NOC(CNC(=O)CCN3CCCCC3=O)C2)cc1 (configuration not stated),-1.0,0.7,-1.4,7.5
COc1cccc(CNC(=O)CC2C(=O)NCCN2Cc2ccc(C)o2)c1OC (configuration not stated),2.9,0.0,-0.5,1.4
Cc1nc2c(-c3ccc(F)cc3)c(C)nn2c(C)c1CCC(=O)NCCCOC(C)C,1.6,0.8,-0.9,19.4
Cc1nc2c3ccccc3nc(N3CCCC3)n2n1,-6.9,-0.1,-0.6,3.1
Cc1ccc2oc(=O)c3cnn(CC(=O)NCc4ccc(Cl)cc4)c3c2c1,-6.0,1.1,-1.0,-11.0
CCN(C(=O)COC(=O)c1ccc(N2CCCC2=O)cc1)C1CCS(=O)(=O)C1 (configuration not stated),4.6,0.2,0.5,11.5
CCC(=O)OC1CC2CN(C(=O)c3ccccc3)CC(C1)C21SCCS1 (configuration not stated),10.4,-0.1,0.5,17.5
Cc1cc(C)cc(N2C(=O)CSC2c2ccc(Cl)cc2Cl)c1 (configuration not stated),-23.1,-0.1,-1.8,-7.4
CCOC(=O)c1c(NC(=O)c2nc(SC)ncc2Cl)sc(C(C)=O)c1C,-14.3,0.8,1.0,-3.2
COc1ccc(-n2nc3c(c2NC(=O)c2ccc(N4C(=O)CCC4=O)cc2)CSC3)cc1,9.1,0.1,2.0,5.0
O=C(Nc1ccc(-c2nc3ccccc3s2)c(O)c1)c1ccc2c(c1)OCCO2,-5.8,-0.1,-0.3,0.5
COC(CNC(=O)CN1C(=O)/C(=C\c2cccc(Cl)c2)Sc2ccccc21)OC,-9.5,0.5,-0.4,-11.5
C=CCSc1nc2sc3c(c2c(=O)n1-c1ccccc1)CC(C(C)C)OC3 (configuration not stated),-8.4,0.0,0.1,-16.7
Cc1ccc(Cl)cc1NC(=O)CN(c1ccc(C(C)C)cc1)S(C)(=O)=O,-1.4,0.0,-0.6,1.4
CCCc1nnc(NC(=O)c2nc(SCC)ncc2Cl)s1,-10.4,-0.1,-0.1,-0.9
c1ccc2c(c1)CCN(c1nc(NC3CC3)c3ncn(C4CCCCC4)c3n1)C2,-15.9,0.4,-0.1,0.7
CN1C(=O)/C(=C\c2ccccc2Br)SC1=S,3.8,0.0,-0.9,11.4
CCOC(=O)c1c(NC(=O)c2ccc(S(=O)(=O)N3CCc4ccccc4C3)cc2)sc2c1CC(C)(C)NC2(C)C,6.6,0.1,1.6,6.0
Cc1ccc(NC(=O)c2ccccc2[N+](=O)[O-])c(C(=O)c2ccccc2)c1,-13.2,-0.1,-1.0,0.6
CCOc1ccc(C2C(C(=O)OC)=CN(C(C)C)C=C2C(=O)OC)cc1OC,-4.9,0.2,0.6,0.0
O=C(N/N=C/c1ccc([N+](=O)[O-])o1)c1ccc(S(=O)(=O)C(F)F)cc1,4.7,-0.1,0.3,0.5
CC1(C)OC2OC(C(=O)Oc3ccc(Br)cc3)C3OC(C)(C)OC3C2O1 (configuration not stated),-1.6,-0.1,1.3,-11.2
COc1ccc(CC2=NOC(C(=O)N3CCC(c4ccccc4F)C3)C2)cc1 (configuration not stated),-19.5,-0.2,-0.2,-6.3
COc1ccc(NC(=O)CN2CCC(n3nnc4ccccc43)CC2)cc1,1.5,0.0,-0.9,-2.1
